# Compound activity: PubChem BioAssay, several laboratories
# VHR inh abs – VHR1 phosphatase inhibitors, primary screen, biochemical, absorbance, uHTS | inhibition, % at 13.3 µM | Dual specificity protein phosphatase 3 (Homo sapiens), P51452 | recombinant VHR phosphatase, pNPP absorbance | 0.52% of 290,000 active; in the data active = inhibition above about 50%; also: some compounds called inactive have numbers as strong as hits
# Target sequence (P51452 whole entry, looked up): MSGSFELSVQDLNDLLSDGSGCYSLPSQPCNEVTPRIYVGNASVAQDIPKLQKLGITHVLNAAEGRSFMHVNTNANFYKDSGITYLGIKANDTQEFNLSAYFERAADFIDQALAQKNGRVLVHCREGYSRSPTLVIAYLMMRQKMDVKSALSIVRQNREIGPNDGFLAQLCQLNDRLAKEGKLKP
# PrPC TRFRET – inhibitors of human cell surface prion protein PrPC, primary screen, cell-based, TR-FRET; TR-FRET read-out; 0.43% of 370,000 active; inhibition, % at 13.8 µM; AID 720596, 2013; in the data active = inhibition above about 24%; also: 0% = median of the test wells and 100% = reference compound wells
# Y pestis TopoI – Yersinia pestis topoisomerase I inhibitors, primary screen, biochemical, cleavage product accumulation, plate reader, single point; DNA topoisomerase I (Yersinia pestis CO92); Y. pestis Topo-I cleavage product accumulation; activity, % at 10 µM; 0.064% of 360,000 active; AID 504884, 2011; in the data active = activity above about 50%, passing the limit was not always enough; also: inactives centre near 2
# CCHFV vOTU inh – CCHFV vOTU protease inhibitors, primary screen, biochemical, Pep-AMC substrate, fluorescence; inhibition, % at 11.5 µM; 0.55% of 370,000 active; in the data active = inhibition above about 30%; also: 0% = vehicle wells with enzyme and 100% = no enzyme wells
# SSB-PriA inh – inhibitors of Klebsiella pneumoniae PriA binding to SSB C-terminal tail, primary screen, biochemical, AlphaScreen | PriA–SSB C-terminal tail interaction (Klebsiella pneumoniae) | inhibition, % at 33 µM | 0.6% of 430,000 active | AlphaScreen SSBct-PriA binding, biotinylated peptide | AID 1272365, 2023; in the data active = inhibition mostly above about 37%, no sharp cut-off; inactive = mostly below about 20%;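 also: plate controls were negative control peptide for no effect and reference peptide for full effect; strong numbers were not always called active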
# Vc quorum ag – inducers of Vibrio cholerae quorum light production without autoinducers, primary screen, BH1578 luxS cqsA deficient, single point; activation, % at 18.7 µM; 0.16% of 350,000 active; V. cholerae BH1578 lux reporter, luminescence, 6 h; in the data active = activation mostly above about 9.7%, no sharp cut-off; also: not every result past the cut was called active; inactives centre near 0; reference of the scale not given here
# MazF activator – activators of E. coli MazEF toxin-antitoxin RNase, primary screen, biochemical, fluorescence, uHTS. Endoribonuclease toxin MazF (Escherichia coli (strain K12)), P0AE70. FAM/BHQ RNA-DNA oligo cleavage fluorescence, 5 h. activation, % at 20 µM. 0.32% of 350,000 active. AID 504720, 2011; in the data active = activation above about 50%
# Target sequence (P0AE70 whole entry, looked up): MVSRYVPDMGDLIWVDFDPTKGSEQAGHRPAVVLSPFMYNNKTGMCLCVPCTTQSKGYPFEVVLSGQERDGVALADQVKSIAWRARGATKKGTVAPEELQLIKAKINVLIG
# 3CLpro inhibitor – SARS-CoV 3CLpro protease inhibitors, primary screen, biochemical, quenched FRET. 0.14% of 290,000 active. recombinant SARS-CoV 3CLpro, quenched FRET peptide cleavage. inhibition, % at 6 µM. AID 1706, 2009; in the data active = inhibition above about 12%
# TcdB GH inh – TcdB glycohydrolase inhibitors, primary screen, biochemical, single point, plate reader; TcdB glycohydrolase enzymatic assay; 0.24% of 350,000 active; inhibition, % at 9.99 µM; in the data active = inhibition above about 10%
# Rv3671c inh – Rv3671c serine protease inhibitors, primary screen, biochemical, fluorescence polarization, M. tuberculosis H37Rv. 0.048% of 320,000 active. inhibition, % at 5.96 µM; in the data active = inhibition above about 38%;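 also: extracellular domain of Rv3671c used as enzyme; 0% = enzyme with DMSO and 100% = no enzyme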
# Target sequence (P9WHR9 whole entry, looked up, the tested form may be a part): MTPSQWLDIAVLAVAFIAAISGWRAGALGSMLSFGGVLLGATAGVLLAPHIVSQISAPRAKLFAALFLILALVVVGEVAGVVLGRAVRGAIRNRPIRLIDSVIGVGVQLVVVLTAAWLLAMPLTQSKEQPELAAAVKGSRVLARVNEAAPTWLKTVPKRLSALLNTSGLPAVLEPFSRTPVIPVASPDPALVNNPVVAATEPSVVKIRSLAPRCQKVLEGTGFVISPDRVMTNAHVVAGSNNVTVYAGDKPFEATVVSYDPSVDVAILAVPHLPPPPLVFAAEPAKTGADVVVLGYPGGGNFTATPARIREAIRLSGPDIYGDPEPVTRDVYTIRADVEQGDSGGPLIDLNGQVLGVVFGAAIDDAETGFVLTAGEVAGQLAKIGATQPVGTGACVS
# An asterisk follows results filed as active; i = inactive; x = not tested or not shown; & = joins results of further samples. Some of the compounds tested; rates above refer to the full screens.
SMILES,VHR inh abs,PrPC TRFRET,Y pestis TopoI,CCHFV vOTU inh,SSB-PriA inh,Vc quorum ag,MazF activator,3CLpro inhibitor,TcdB GH inh,Rv3671c inh
CCc1ccc(CNC(=O)C2CCN(S(=O)(=O)N3CCC(C)CC3)CC2)cc1,29,9,11,17,1,i,1,2,0.3,-2
O=C1CN(C(=O)CNCc2ccccc2Cl)c2ccccc2N1,17,4,10,-4,-13,i,6,3,1.2,7
Cc1cccc(N/C(N)=N/c2nc(C(F)(F)F)cc(C(F)(F)F)n2)c1,9,5,2,17,x,i,10,6,1.0,-6
C/C(=N\NC(=O)CSCc1ccccc1Cl)c1cccc(NC(=O)c2ccccc2)c1,20,3,3,13,x,i,0,-4,x,-2
Cc1cc(C)n2nc(SCC(=O)N/N=C/c3ccc(F)cc3)nc2n1,10,-2,8,6,x,i,7,3,0.0,1
Cc1cccc(-[n+]2c(C)cc(C)c3c(=O)[nH]c(=O)[nH]c32)c1,9,-3,19,-277,-11,-0.4,0,3,-1.1,6
Cc1sc2nc(SCC(=O)N3CCOCC3)[nH]c(=O)c2c1-c1ccccc1,6,3,4,-6,-5,i,1,-3,1.0,-7
COC(=O)c1ccc(NC(=O)COC(=O)COc2cccc3c2OC(C)(C)C3)cc1,x,4,24,-3,-6,i,3,x,2.8,1
NC(=O)c1nsc(C(=O)N(CC(=O)NC2CCCCC2)c2ccc(Cl)cc2)c1N,7,-5,0,4,-12,-0.3,3,0,0.8,-20
CCn1c(CCNC(=O)c2ccc(OC)cc2)nnc1SCc1ccc(Cl)c(Cl)c1,20,11,7,-2,-13,-0.7,-10,6,x,-3
COc1ccc(CNC(=O)c2cc(C3CC3)nc3c2cnn3C(C)C)cc1OC,x,8,21,-6,1,-0.1,4,x,0.1,-14
O=C(NC1CCCCCC1)c1cccnc1Sc1ccccc1,3,-1,-1,8,-9,-0.3,-2,1,0.1,-2
COc1ccc(N/C=C(\C#N)c2nc3ccccc3n2C)c(OC)c1,-28,17,22,-3,14,i,-24,-1,x,10
O=C1Nc2cc3c(cc2C1=O)sc1ccccc13,20,2,-9,1,-15,-0.6,14,-3,-0.2,-3
CN(Cc1ccccc1)C(=O)c1ccc(Cl)c([N+](=O)[O-])c1,-5,-24,11,-5,-9,-0.3,0,1,1.0,1
NC(=O)C1CCN(CC(=O)NCc2ccccc2)CC1,-11,3,1,7,-14,-1.3,6,0,x,0
CC12CN3CC(C)(CN(C1)C3c1ccc([N+](=O)[O-])o1)C2 (stereo not given),23,-5,-5,-7,2,i,-8,6,-1.9,2
Cc1cc(NC(=O)C2CC(=O)N(c3ccccc3C)C2)no1 (stereo not given),16,1,0,3,-1,-0.6,2,3,-0.9,8
CCC(C)C(NC(=O)c1ccccc1NC(=O)c1ccc(OC)cc1)C(=O)NCc1ccco1 (stereo not given),16,-1,1,9,10,-5.0,-3,-3,x,-46
COc1ccc(OC)c(-n2c(O)c(/C=C3\C(C)=Nc4ccccc43)c(=O)[nH]c2=O)c1,17,14,0,19,x,i,-64,-7,0.1,1
CCCOC1CCCN(C(=O)CCc2nnc(Cc3cccc(C)c3)o2)C1 (stereo not given),22,2,4,-1,-13,-0.3,2,2,1.6,7
COc1cccc(NC(=O)CN(C)C(=O)CCc2nc3sc4c(c3c(=O)[nH]2)CCCC4)c1,26,2,17,-6,0,0.5,-4,1,3.1,-7
COCCCNCCCOc1ccc(C)cc1Br,5,-1,1,-9,-2,-0.2,7,8,x,-8
COc1ccc(C2CC(=O)c3c(C)nc(N4CCN(Cc5ccccc5)CC4)nc3C2)cc1OC (stereo not given),8,13,5,1,-4,-3.1,-7,3,x,-21
O=[N+]([O-])c1cccc(-c2nc(-c3ccccc3)no2)c1,-5,6,-2,-11,2,-2.1,-2,-3,0.6,0
# Later entries:
SMILES,VHR inh abs,PrPC TRFRET,Y pestis TopoI,CCHFV vOTU inh,SSB-PriA inh,Vc quorum ag,MazF activator,3CLpro inhibitor,TcdB GH inh,Rv3671c inh
CCCCCn1c(=O)[nH]c2cc(C(=O)N3CCN(c4ccc(F)cc4)CC3)ccc2c1=O,x,1,17,4,-10,-0.2,10,x,-0.4,x
COc1ccc(C(=O)N(Cc2ccccc2)c2cccc(C)c2)cc1S(=O)(=O)N1CCOCC1,x,11,7,9,9,0.3,3,x,1.9,10
O=C(N/N=C/C(Br)=C/c1ccccc1)c1ccc([N+](=O)[O-])cc1,3,-6,-5,14,x,-0.5,10,-4,0.4,-7
C=CCCCCCCCCC(=O)N1CCN(c2cc3c(cc2F)c(=O)c(C(=O)O)cn3CC)CC1,20,6,7,-3,-9,3.8,5,-1,2.5,3
COc1ccc(NC(=O)Nc2cccc3c2O[C@H](CN(C)C(=O)Nc2ccc(C(F)(F)F)cc2)[C@@H](C)CN([C@H](C)CO)C3=O)cc1,x,x,23,x,6,i,7,x,1.4,-17
C[C@@H]1CC=C[C@H]2[C@H]1C(=O)N(Cc1ccccc1)[C@H]2c1ccc(-c2ccoc2)cc1F,15,-4,30,12,-9,-0.6,-13,x,-5.7,-3
COc1cccc(C(C2C(=O)CC(C)(C)CC2=O)C2C(=O)CC(C)(C)CC2=O)c1,-16,-3,2,11,-7,-0.8,5,0,-0.3,5
CCOC(=O)c1c(NC(=O)c2ccn(CC)n2)sc2c1CCC2,0,2,-6,0,-12,0.6,-1,0,1.7,-10
CN(C)c1nc(N(C)C)n(C(=O)c2cccs2)n1,10,1,4,-9,5,i,0,2,-0.9,5
CCN(c1ccccc1)S(=O)(=O)c1ccc(F)c(C(=O)O)c1,4,-4,-5,7,-13,-0.3,-3,-4,x,-1
O=C(COC(=O)C1CCC1)Nc1ccc(OC(F)F)cc1,0,-5,11,-1,-23,x,1,0,x,5
Cc1cc(NC(=O)c2ccc3c(c2)C(=O)N(Cc2ccccc2)C3=O)no1,-8,-1,-4,-17,-14,-0.3,-2,3,-0.4,10
C[C@@H]1CCCCO[C@@H](CN(C)C(=O)Nc2ccccc2)[C@@H](C)CN([C@H](C)CO)C(=O)c2cc(N(C)C)ccc2O1,x,9,3,31*,x,-0.4,7,x,-16&-12&-11,x
O=C(CSc1nc(=O)n(CCCN2CCOCC2)c2c1CCC2)Nc1ccc(F)cc1,x,1,-6,-2,-1,-0.8,-2,x,2.0,-1
O=C1CCCN1c1ccc(S(=O)(=O)N2CCCCC2)cc1[N+](=O)[O-],10,-7,-3,-6,5,-0.2,-6,6,0.1,-1
COc1ccc(S(=O)(=O)NCCSc2ccc(C)cc2)cc1OC,16,11,2,18,-23,i,-3,-6,x,-5
COc1ccc(CN(C)C(=O)C23CC4CC(CC(Cl)(C4)C2)C3)c(OC)c1OC,7,2,27,0,-2,-0.3,-3,3,1.2,-1
Nc1ccc(-n2nc3ccccc3n2)cc1,x,4,-10,13,-36,-0.4,-1,x,-0.5,16
CCOc1ccc2nc(NC3=NC(C)(C)C=C(C)N3)nc(C)c2c1,14,4,15,-25,2,-17,13,-10,x,5
Cc1nc(NS(=O)(=O)c2ccc(Br)cc2)c2c3c(sc2n1)CCC3,13,9,9,12,-11,x,-1,1,x,1
COc1ccc(NC(=O)CN(C)C(=O)/C=C/c2cn(-c3ccccc3)nc2-c2cccs2)cc1,x,2,11,-4,-2,-5.6,-11,x,1.6,-72
CC(C)(C)C(=O)COC(=O)c1ccc(N)c([N+](=O)[O-])c1,26,-4,-10,3,-12,-0.1,10,1,0.9,-7
Cc1cc(NCCCN2CCOCC2)n2ncc(-c3ccccc3)c2n1,8,1,11,5,-10,1.7,12,-1,x,8
COCCNC(=S)N/N=C(\C)c1ccc(OC(F)F)cc1,-8,-5,-9,0,x,i,10,2,1.7,12
NC1=NC(=Nc2ccc(Br)cc2)c2ccccc21,5,5,-2,-13,17,0.6,6,-2,2.2,14

# Exported bar-delimited: 13 of the compounds above.
SMILES | VHR inh abs | PrPC TRFRET | Y pestis TopoI | CCHFV vOTU inh | SSB-PriA inh | Vc quorum ag | MazF activator | 3CLpro inhibitor | TcdB GH inh | Rv3671c inh
C[C@@H]1CCCCO[C@@H](CN(C)C(=O)Nc2ccccc2)[C@@H](C)CN([C@H](C)CO)C(=O)c2cc(N(C)C)ccc2O1 | x | 9 | 3 | 31* | x | -0.4 | 7 | x | -16&-12&-11 | x
O=C(CSc1nc(=O)n(CCCN2CCOCC2)c2c1CCC2)Nc1ccc(F)cc1 | x | 1 | -6 | -2 | -1 | -0.8 | -2 | x | 2.0 | -1
O=C1CCCN1c1ccc(S(=O)(=O)N2CCCCC2)cc1[N+](=O)[O-] | 10 | -7 | -3 | -6 | 5 | -0.2 | -6 | 6 | 0.1 | -1
COc1ccc(S(=O)(=O)NCCSc2ccc(C)cc2)cc1OC | 16 | 11 | 2 | 18 | -23 | i | -3 | -6 | x | -5
COc1ccc(CN(C)C(=O)C23CC4CC(CC(Cl)(C4)C2)C3)c(OC)c1OC | 7 | 2 | 27 | 0 | -2 | -0.3 | -3 | 3 | 1.2 | -1
Nc1ccc(-n2nc3ccccc3n2)cc1 | x | 4 | -10 | 13 | -36 | -0.4 | -1 | x | -0.5 | 16
CCOc1ccc2nc(NC3=NC(C)(C)C=C(C)N3)nc(C)c2c1 | 14 | 4 | 15 | -25 | 2 | -17 | 13 | -10 | x | 5
Cc1nc(NS(=O)(=O)c2ccc(Br)cc2)c2c3c(sc2n1)CCC3 | 13 | 9 | 9 | 12 | -11 | x | -1 | 1 | x | 1
COc1ccc(NC(=O)CN(C)C(=O)/C=C/c2cn(-c3ccccc3)nc2-c2cccs2)cc1 | x | 2 | 11 | -4 | -2 | -5.6 | -11 | x | 1.6 | -72
CC(C)(C)C(=O)COC(=O)c1ccc(N)c([N+](=O)[O-])c1 | 26 | -4 | -10 | 3 | -12 | -0.1 | 10 | 1 | 0.9 | -7
Cc1cc(NCCCN2CCOCC2)n2ncc(-c3ccccc3)c2n1 | 8 | 1 | 11 | 5 | -10 | 1.7 | 12 | -1 | x | 8
COCCNC(=S)N/N=C(\C)c1ccc(OC(F)F)cc1 | -8 | -5 | -9 | 0 | x | i | 10 | 2 | 1.7 | 12
NC1=NC(=Nc2ccc(Br)cc2)c2ccccc21 | 5 | 5 | -2 | -13 | 17 | 0.6 | 6 | -2 | 2.2 | 14

# (more compounds)
SMILES,VHR inh abs,PrPC TRFRET,Y pestis TopoI,CCHFV vOTU inh,SSB-PriA inh,Vc quorum ag,MazF activator,3CLpro inhibitor,TcdB GH inh,Rv3671c inh
NC(=O)c1cc2c3ccccc3ccn2c1-c1ccccc1,64*,-5,2,17,-5,i,51*,2,-4.8,0
CC(C)Oc1nc(-c2ccccc2Cl)nc2ccccc12,21,6,10,-1,-32,-0.4,-6,1,-0.6,1
CN(Cc1ccco1)S(=O)(=O)c1nnc(NC(=O)c2ccccc2)s1,-9,x,4,x,-3,-7.1,0,5,x,-16
N#Cc1ccc(/C=C/C(=O)c2ccco2)cc1,-8,2,3,-11,4,-1.7,-1,-1,-0.5,1
CC1(C)CC(=O)C=C(c2cn[nH]n2)C1,x,-3,2,0,x,i,9,x,-0.8,x
O=C(NCCCC1CCCC1)C1CCC(=O)N(Cc2ccc(Cl)cc2)C1 (stereo not given),-11,2,29,15,-6,i,2,2,0.3,0

# Fetched one by one from the list above (two):
SMILES,VHR inh abs,PrPC TRFRET,Y pestis TopoI,CCHFV vOTU inh,SSB-PriA inh,Vc quorum ag,MazF activator,3CLpro inhibitor,TcdB GH inh,Rv3671c inh
CC(C)Oc1nc(-c2ccccc2Cl)nc2ccccc12,21,6,10,-1,-32,-0.4,-6,1,-0.6,1
NC(=O)c1cc2c3ccccc3ccn2c1-c1ccccc1,64*,-5,2,17,-5,i,51*,2,-4.8,0
